UHRF1 binding – blocks human UHRF1 binding to methylated DNA | Q96T88 | UHRF1 binding to methylated oligo, TR-FRET | inhibition, % at 4.4 µM | 370,000 compounds, 0.75% hits | AID 687016; in the data active = inhibition above about 21%;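 note: UHRF1 SRA domain binding a hemimethylated CpG hairpin DNA probe; 0% = median of test compound wells and 100% = reference inhibitor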
PLCg1 inh – inhibitors of human phospholipase C gamma1; P19174; purified PLC-gamma1, fluorogenic substrate, fluorescence; inhibition, % at 12.2 µM; 370,000 compounds, 0.84% hits; AID 720700; in the data active = inhibition above about 9.5%
ADAM17 inh – inhibits human ADAM17; P78536; recombinant ADAM17, EDANS/DABCYL FRET peptide cleavage; inhibition, % at 6.95 µM; 370,000 compounds, 0.83% hits; AID 720648;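 active = inhibition above the mean of compounds lying between control limits plus 3 SD, set per campaign, cut at about 8.5% in these data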;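 note: 0% = DMSO-only wells as the low control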
MBD2 inh – inhibitors of human MBD2 binding to methylated oligonucleotide; inhibition, % at 4.4 µM; AID 686964; TR-FRET; Q9UBB5; 370,000 compounds, 0.31% hits; in the data active = inhibition above about 13%
PLC-beta3 inh – inhibitors of human phospholipase C beta3; Purified PLC-beta3, fluorogenic substrate, fluorescence; inhibition, % at 12.2 µM; 370,000 compounds, 0.18% hits; AID 720704; in the data active = inhibition above about 11%;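 note: 0% = median of compound wells on plate and 100% = full blocker control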
Target sequence (Q01970 whole entry, looked up): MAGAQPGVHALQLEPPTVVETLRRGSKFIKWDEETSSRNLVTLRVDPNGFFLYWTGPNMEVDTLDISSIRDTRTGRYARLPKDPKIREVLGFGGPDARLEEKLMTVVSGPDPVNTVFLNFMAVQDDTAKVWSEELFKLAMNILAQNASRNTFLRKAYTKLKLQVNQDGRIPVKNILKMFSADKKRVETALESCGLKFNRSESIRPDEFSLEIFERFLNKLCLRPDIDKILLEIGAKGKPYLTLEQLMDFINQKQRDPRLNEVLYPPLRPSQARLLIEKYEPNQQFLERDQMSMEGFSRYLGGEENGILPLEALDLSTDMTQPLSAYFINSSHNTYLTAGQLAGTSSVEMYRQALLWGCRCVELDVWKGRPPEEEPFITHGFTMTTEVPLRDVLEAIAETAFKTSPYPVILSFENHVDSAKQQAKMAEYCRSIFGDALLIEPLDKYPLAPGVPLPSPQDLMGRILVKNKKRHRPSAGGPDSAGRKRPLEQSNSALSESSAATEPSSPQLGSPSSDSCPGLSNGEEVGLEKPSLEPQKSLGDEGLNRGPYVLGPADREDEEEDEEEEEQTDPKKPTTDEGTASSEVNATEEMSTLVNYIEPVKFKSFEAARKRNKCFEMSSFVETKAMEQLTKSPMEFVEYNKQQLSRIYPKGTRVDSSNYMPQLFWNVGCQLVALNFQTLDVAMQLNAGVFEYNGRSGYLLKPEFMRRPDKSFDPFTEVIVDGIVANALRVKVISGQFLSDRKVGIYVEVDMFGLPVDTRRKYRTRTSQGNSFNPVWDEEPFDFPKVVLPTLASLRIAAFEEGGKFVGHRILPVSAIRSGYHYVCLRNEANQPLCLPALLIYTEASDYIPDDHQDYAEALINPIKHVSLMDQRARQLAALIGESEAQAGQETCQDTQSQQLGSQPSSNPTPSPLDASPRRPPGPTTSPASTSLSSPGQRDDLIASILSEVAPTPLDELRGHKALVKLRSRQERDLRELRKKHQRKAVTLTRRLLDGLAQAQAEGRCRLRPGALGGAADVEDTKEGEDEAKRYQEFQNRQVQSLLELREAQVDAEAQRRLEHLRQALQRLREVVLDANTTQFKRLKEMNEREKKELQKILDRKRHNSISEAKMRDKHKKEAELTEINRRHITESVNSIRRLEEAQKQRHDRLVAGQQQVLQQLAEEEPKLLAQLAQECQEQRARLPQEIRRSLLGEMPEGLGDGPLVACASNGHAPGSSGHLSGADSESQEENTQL
ASAP1 GAP inh – inhibitors of human ASAP1 ArfGAP activity; ASAP1-stimulated ARF1 GTP hydrolysis, GDP FP detection; Q9ULH1; 360,000 compounds, 0.19% hits; inhibition, % at 16.5 µM; AID 624377; in the data active = inhibition above about 25%;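 note: 0% = vehicle with enzyme and substrate and 100% = no enzyme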
ARFGAP1 inh – inhibitors of rat ARFGAP1; Q62848; Arfgap1-stimulated ARF1 GTP hydrolysis, GDP FP detection; 360,000 compounds, 0.26% hits; inhibition, % at 16.5 µM;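 active = inhibition above a per-plate limit, mean inhibition of low control wells plus 3 SD, cut at about 25% in these data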;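 note: 0% = DMSO wells with enzyme and 100% = wells lacking Arfgap1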
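Assay system: Rat Arfgap1 GAP domain (His6, aa 1-136), purified enzyme | Buffer or medium: HEPES 25 mM pH 7.5, NaCl 150 mM, MgCl2, DTT | Schedule: GTP hydrolysis reaction 2 h at 25 °C | Signal: FP of antibody-bound GDP Alexa 633 tracer, ex 620/em 688 nm | Measure: Percent inhibition of Arfgap1-stimulated GTP hydrolysis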
DDE Tn7 FP inh – disrupts Tn7 cyclic peptide binding to fibrin D-Dimer-E complex | P02675 | FP displacement of FITC-Tn7 peptide from fibrin DD(E); 0% = median of compound wells per plate | inhibition, % at 8.3 µM | 370,000 compounds, 0.13% hits;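 active = inhibition above the mean of compounds falling within the control limits plus 3 SD of them, cut at about 14% in these data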;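 note: 0% = plate median of compound wells and 100% = 10 µM Aha-Tn7 peptide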
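Assay system: Human fibrin DD(E) protein | Medium: Tris buffer with calcium and detergent, pH 7.8 | Reagent: 0.1 µM fluorescent Tn7 | Compound dosing: Single point at 8.3 µM | Times: 10 min preincubation, 3 h with tracer, room temperature | Detection: Fluorescence polarization of the labelled Tn7 tracer | Controls: Aha-Tn7 high control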
Tn6 DDE FP – disrupts Tn6 cyclic peptide binding to fibrin D-Dimer-E complex; inhibition, % at 8.3 µM; P02675; 370,000 compounds, 0.21% hits; Fibrin DD(E) TRITC-Tn6 fluorescence polarization displacement; AID 720509;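 active = inhibition above a per-campaign cutoff: mean of compounds within control limits plus 3 SD, cut at about 15% in these data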;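 note: 0% = median of all compound wells on the plate and 100% = blocking peptide control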
proKLK7 act – activates the human kallikrein-7 zymogen; P49862; purified proKLK7, EDANS-DABCYL substrate fluorescence; 100% is mature enzyme control, 0% vehicle; activation, % at 7 µM; 370,000 compounds, 0.9% hits;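 active = activation above the mean of all tested compounds plus 3 SD, computed per campaign excluding outliers beyond control limits, cut at about 13% in these data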
An asterisk follows results filed as active; i = inactive.

no.	structure	UHRF1 binding	PLCg1 inh	ADAM17 inh	MBD2 inh	PLC-beta3 inh
1	Cc1ccc(-c2cc(C(=O)NCc3ccco3)no2)cc1	2	1	0	-2	2
2	O=C(C1=C(O)C(=O)N(CCN2CCOCC2)C1c1ccncc1)c1ccco1 (configuration not stated)	-1	-2	-2	3	-2
3	COC(=O)C(C)Sc1nc2c(cnn2-c2ccccc2)c(=O)[nH]1 (configuration not stated)	0	1	-2	-1	6
4	Cc1c(Br)cccc1NC(=O)c1sccc1-n1cccc1	2	-1	2	7	-5
5	O=C(NC1CCSC1=O)c1cccc(Cl)c1 (configuration not stated)	0	1	3	1	5
6	CCCCCCC(=O)NNC(=O)c1c(O)c2ccccc2n(CC)c1=O	0	0	-5	1	-1
7	CN(Cc1cccc(Cl)c1)C(=O)C1CSC2(C)CCC(=O)N12 (configuration not stated)	0	-3	-1	-2	-3
8	CC(=O)N1CCC(Nc2ccc(C)cc2)CC1	0	0	-2	1	2
9	CCNc1nc(NCC)n2c(SCc3ccc(F)cc3)nnc2n1	1	0	-1	-3	2
10	Cc1cc(C)n(-c2ccc(NC(=O)C3CCCCN3Cc3cccc4c3OCO4)cc2)n1 (configuration not stated)	2	-3	1	-2	-5
11	Cc1ccccc1S(=O)(=O)NC(=NCc1ccc(F)cc1)c1ccccc1	1	0	8	-2	1
12	CCN1C(=S)SC(=O)C1=C1C=C(C)OC(C)=C1	-1	-3	-4	-4	-2
13	COC(=O)c1ccc2nc(-c3cccc(Br)c3)c(Cc3ccccc3OC)n2c1	11	-7	-6	6	-6
14	COc1ccc(OC)c(NC(=O)CSc2nc3[nH]c(=O)cc(O)c3s2)c1	-3	-5	-3	-7	-16
15	CCCCCC(=O)Nc1ccc(-c2cn3cccnc3n2)cc1	23*	i	i	8	i

no.	ASAP1 GAP inh	ARFGAP1 inh	DDE Tn7 FP inh	Tn6 DDE FP	proKLK7 act
1	-6	6	-2	2	0.0
2	-12	2	-1	1	-0.2
3	0	6	0	-5	0.0
4	2	-4	0	0	-0.1
5	3	-6	4	10	0.3
6	6	-9	-9	-5	-0.3
7	-9	-6	3	4	0.0
8	-6	0	8	4	-0.4
9	4	3	3	11	0.0
10	3	15	5	3	-0.1
11	-4	11	-6	4	0.2
12	0	12	5	-3	0.4
13	-8	19	0	0	-1.0
14	0	-13	5	-5	-0.3
15	9	-6	-2	9	53*

One compound at a time, from the list above. Order of values: UHRF1 binding | PLCg1 inh | ADAM17 inh | MBD2 inh | PLC-beta3 inh | ASAP1 GAP inh | ARFGAP1 inh | DDE Tn7 FP inh | Tn6 DDE FP | proKLK7 act
Entry for CCCCCC(=O)Nc1ccc(-c2cn3cccnc3n2)cc1 = 23* | i | i | 8 | i | 9 | -6 | -2 | 9 | 53*
Entry for Cc1ccccc1S(=O)(=O)NC(=NCc1ccc(F)cc1)c1ccccc1 = 1 | 0 | 8 | -2 | 1 | -4 | 11 | -6 | 4 | 0.2

Back to the main list, repeating the 6 entries before the break.
no.	structure	UHRF1 binding	PLCg1 inh	ADAM17 inh	MBD2 inh	PLC-beta3 inh
10	Cc1cc(C)n(-c2ccc(NC(=O)C3CCCCN3Cc3cccc4c3OCO4)cc2)n1 (configuration not stated)	2	-3	1	-2	-5
11	Cc1ccccc1S(=O)(=O)NC(=NCc1ccc(F)cc1)c1ccccc1	1	0	8	-2	1
12	CCN1C(=S)SC(=O)C1=C1C=C(C)OC(C)=C1	-1	-3	-4	-4	-2
13	COC(=O)c1ccc2nc(-c3cccc(Br)c3)c(Cc3ccccc3OC)n2c1	11	-7	-6	6	-6
14	COc1ccc(OC)c(NC(=O)CSc2nc3[nH]c(=O)cc(O)c3s2)c1	-3	-5	-3	-7	-16
15	CCCCCC(=O)Nc1ccc(-c2cn3cccnc3n2)cc1	23*	i	i	8	i
16	Cc1c(C(=O)O/N=C(\N)c2ccccn2)cccc1[N+](=O)[O-]	-2	3	-4	2	-7
17	CC1CCCC(NC(=O)COC(=O)[C@@H](NC(=O)c2ccco2)C(C)C)C1C (some centres not stated)	-1	3	1	-6	-1
18	Cc1nnc(NC(=O)C(C)Sc2nnc(-c3ccco3)n2C)s1 (configuration not stated)	0	0	0	-1	-3
19	CC(=O)Oc1cc2c(C(=O)NCc3ccncc3)c(C)oc2c2ccccc12	-2	0	1	0	-2
20	Oc1ccc(Cl)cc1C1=Nc2ccccc2N=C(c2ccco2)C1	1	-40	-16	-4	-57
21	Cc1ccc(Nc2nnc(-c3ccc4c(c3)OCO4)o2)c(C)c1	-2	-5	-4	3	-14
22	CN(CC(=O)Nc1ccc(F)cc1)C(=O)COC(=O)/C=C/c1ccccc1[N+](=O)[O-]	-1	1	-3	-2	2
23	CCOc1ccc(NC(=O)CNC(=O)c2ccc([N+](=O)[O-])cc2)cc1	-2	2	-3	0	-4
24	NNC(=O)c1ncoc1-c1ccc(Cl)cc1	0	0	0	2	-5
25	C=CCn1c(N2CCCC2)nc2c1c(=O)n(C)c(=O)n2C	1	9.7*	3	-5	-1
26	CC(C)N(Cc1ccccc1)C(=O)CN1C(=O)NC2(CCOc3ccccc32)C1=O (configuration not stated)	-1	5	1	-1	-1
27	COc1ccc(S(=O)(=O)Nc2ccc(C)cn2)cc1	0	-46	-50	0	-54
28	CCC(=O)N1CCN(c2ccccc2NC(=O)COc2ccccc2Cl)CC1	-4	1	3	-1	5
29	COc1ccc(C2=NOC(C(=O)N(C)Cc3ccccc3)C2)cc1 (configuration not stated)	1	1	-2	-4	-3
30	Cc1ccc(/C=N/NC(=O)CNC(=O)c2ccc(S(=O)(=O)N(C)C)cc2)o1	-2	0	-3	-1	0

no.	ASAP1 GAP inh	ARFGAP1 inh	DDE Tn7 FP inh	Tn6 DDE FP	proKLK7 act
10	3	15	5	3	-0.1
11	-4	11	-6	4	0.2
12	0	12	5	-3	0.4
13	-8	19	0	0	-1.0
14	0	-13	5	-5	-0.3
15	9	-6	-2	9	53*
16	-7	6	3	-3	-0.1
17	-12	-5	4	6	0.3
18	-10	7	3	7	0.3
19	7	-4	0	3	0.2
20	-4	9	1	-4	0.2
21	5	-7	2	-2	0.0
22	0	-9	-8	0	0.3
23	2	5	3	7	0.5
24	9	1	-8	-4	0.3
25	-13	-1	1	-1	0.1
26	-6	8	-1	-2	0.5
27	-4	-1	4	-2	5.8
28	2	-6	-10	1	-0.1
29	-1	9	7	3	-0.4
30	0	-3	-2	-2	0.1

no.	structure	UHRF1 binding	PLCg1 inh	ADAM17 inh	MBD2 inh	PLC-beta3 inh
31	N#CC1(c2ccccc2)CCC(=NNS(=O)(=O)c2ccccc2)CC1 (configuration not stated)	1	-1	1	0	-2
32	CC1CCN(C(=O)Cn2nnc(-c3ccc(C(C)C)cc3)n2)CC1	2	6	4	3	5
33	COC(=O)c1ccc(COc2ccccc2/C=N/O)o1	1	-1	-6	4	-7
34	CCOC(=O)c1ccc(NC(=S)N(CCCN(CC)CC)Cc2ccco2)cc1	-4	3	2	-9	2
35	CC1=NN(c2ccccc2)C(=O)/C1=C\c1cc(C)n(-c2ccccc2)c1C	-3	0	-4	-2	1
36	COc1cc(OC)cc(C(=O)NCCSC2CCCCC2)c1	2	2	0	-1	4
37	COc1ccc(C(=O)Nc2ccc(S(=O)(=O)Nc3cc(C)nc(C)n3)cc2)cc1	-1	-2	-6	8	-9
38	COc1ccc(C(CC(=O)O)NC(=O)OC(C)(C)C)cc1 (configuration not stated)	1	-1	-4	1	-1
39	CC(C)CC(=O)NC(c1ccccc1)c1c(O)ccc2ccccc12 (configuration not stated)	0	-10	-12	1	-15
40	CCOc1ccc(NC(=O)CCn2c(=S)oc3ccccc32)cc1	-4	0	-5	0	-4
41	Cc1cc(C(=O)CSc2nnnn2C)c(C)n1Cc1ccco1	-2	-3	-4	-3	-10
42	CCc1ccc(NC(=O)CS(=O)CC(=O)NCC2OCCc3ccccc32)cc1 (configuration not stated)	0	2	-4	3	-1
43	COc1ccccc1NC(=O)CSc1nnc(CCNC(=O)c2ccc(C)cc2)n1C	1	-3	-5	0	-4
44	COc1ccc(C(=O)Nc2cccc(C(C)=O)c2)cc1OC	0	0	-1	2	1
45	O=[N+]([O-])c1ccc2c(c1)C(O)n1ncnc1S2 (configuration not stated)	4	5	1	1	-3

no.	ASAP1 GAP inh	ARFGAP1 inh	DDE Tn7 FP inh	Tn6 DDE FP	proKLK7 act
31	-5	1	-2	-4	-0.1
32	-5	-10	-5	1	0.0
33	15	9	10	-2	-0.5
34	15	5	7	-1	-0.1
35	-4	6	3	6	-0.4
36	-3	2	-3	0	-1.2
37	-10	-5	-3	-14	0.5
38	1	-7	0	-8	-0.8
39	-9	11	-9	-7	-1.4
40	5	11	-2	2	-0.1
41	-16	-4	3	-2	0.1
42	-5	2	5	5	0.2
43	-2	8	1	2	-0.1
44	1	4	-3	1	0.1
45	0	-5	2	-5	-0.3

no.	structure	UHRF1 binding	PLCg1 inh	ADAM17 inh	MBD2 inh	PLC-beta3 inh
46	COC(=O)c1c(-c2ccccc2)csc1N1C(=O)Nc2ccccc2N1O	3	-6	-3	-2	-6
47	CCCNC(=O)c1nnsc1S(=O)(=O)c1ccc(Cl)cc1	2	2	-2	8	2
48	O=P(O)(O)c1ccccc1OCCCCCOc1ccccc1P(=O)(O)O	1	1	-1	0	-1
49	COc1cc2cc(C(c3nnnn3C3CCCC3)N3CCCCCC3)c(=O)[nH]c2cc1OC (configuration not stated)	-5	-98	-226	-4	-135
50	COc1ccc(NC(=O)C2(C)CCN2C(=O)C(C)C)cc1F (configuration not stated)	0	-1	-2	-2	1
51	Cc1ccc(C2CC(=O)C=C(Nc3ccc(Cl)cc3)C2)cc1 (configuration not stated)	-3	-9	-4	2	-7
52	COc1ccc(-c2cc(C(F)(F)F)nc(S(=O)(=O)CCCC(=O)Nc3cc(C)on3)n2)cc1OC	0	-256	-3	-6	-369

no.	ASAP1 GAP inh	ARFGAP1 inh	DDE Tn7 FP inh	Tn6 DDE FP	proKLK7 act
46	3	0	5	1	0.0
47	-11	1	0	-5	0.8
48	6	4	-2	0	0.2
49	-10	-14	0	6	5.4
50	1	9	-3	3	-0.5
51	3	12	-2	2	0.6
52	4	-13	1	-7	2.5

Some of these compounds in order of their number in proKLK7 act, smallest number first:
no.	structure	UHRF1 binding	PLCg1 inh	ADAM17 inh	MBD2 inh	PLC-beta3 inh
8	CC(=O)N1CCC(Nc2ccc(C)cc2)CC1	0	0	-2	1	2
40	CCOc1ccc(NC(=O)CCn2c(=S)oc3ccccc32)cc1	-4	0	-5	0	-4
46	COC(=O)c1c(-c2ccccc2)csc1N1C(=O)Nc2ccccc2N1O	3	-6	-3	-2	-6

no.	ASAP1 GAP inh	ARFGAP1 inh	DDE Tn7 FP inh	Tn6 DDE FP	proKLK7 act
8	-6	0	8	4	-0.4
40	5	11	-2	2	-0.1
46	3	0	5	1	0.0

Compound activity as filed in PubChem BioAssay.
